All columns: NCI-60 one-dose screen, growth in % after 48 h at 10 µM unless noted; 100 = growth as untreated, 0 = no growth, -100 = all killed.
OVCAR-5 – OVCAR-5 ovarian cancer. 82,000 compounds, 2.9% hits
786-0 – 786-0 renal cancer cells. 81,000 compounds, 5.1% hits
TK-10 – TK-10 renal cancer cells; 81,000 compounds, 3.9% hits
SK-OV-3 – SK-OV-3 ovarian cancer cells; 80,000 compounds, 3.2% hits; AID 1794785
OVCAR-4 – OVCAR-4 ovarian cancer cells; 80,000 compounds, 3.7% hits; AID 1794784
UO-31 – UO-31 renal cancer; 81,000 compounds, 5.2% hits; AID 1794768
IGROV1 – IGROV1 ovarian cancer | 79,000 compounds, 4.7% hits | AID 1794786
SN12C – SN12C renal cancer cells; AID 1794767; 81,000 compounds, 3.8% hits
Numbers without * were called inactive; / = not tested or not shown; & = joins results of further samples. The calls were made as follows: active = growth percent below 10; inactive = the rest.

Molecule	OVCAR-5	786-0	TK-10	SK-OV-3	OVCAR-4	UO-31	IGROV1	SN12C
O=C1c2cccc3cccc(c23)C(=O)N1N1C(=O)c2cccc3c(N4CCNCC4)ccc(c23)C1=O	121	74	113	104	116	72	91	90
Cc1ccc2nc(-c3ccc(C(=O)N/N=C\c4ccc(Cl)cc4Cl)cc3)[nH]c2c1	98	67	34	105	20	80	91	94
Fc1cc(Nc2ccc3c(OCCCN4CCOCC4)cccc3n2)ccc1Cl	33	1.0*	66	68	53	33	36	63
Clc1c(SCc2ccccc2)ncnc1SCc1ccccc1	110	91	115	114	77	107	106	110
N#Cc1c(-c2ccc(OCc3ccccc3)cc2)nc(SCc2ccc([N+](=O)[O-])cc2)[nH]c1=O	115	89	99	115	96	90	121	104
O=C1/C(=C/c2ccc(Cl)cc2)N=C(c2ccccc2)N1CCc1cccs1	30	51	55	105	62	48	55	46
c1ccc(CNc2ccc3nc(CCC4CCCCC4)[nH]c3c2)cc1	63	62	84	87	48	37	53	63
Cc1ccc(NC(=O)CCCCCN2CCN(C)CC2)cc1Nc1nccc(-c2cccnc2)n1	100	100	118	115	103	90	106	96

Next part.
Molecule	OVCAR-5	786-0	TK-10	SK-OV-3	OVCAR-4	UO-31	IGROV1	SN12C
Cc1cc(=O)oc2cc(OS(=O)(=O)N3CCCC3)ccc12	93	95	101	102	101	93	112	98
Oc1ccc(C(O)c2ccccc2O)cc1 (stereo not given)	119	108	98	104	115	98	105	108
O=c1oc2c(cc1-c1cc3ccccc3oc1=O)C(O)Oc1ccc(F)cc1-2 (stereo not given)	82	82	77	145	91	/	70	96
COc1cc2c(c(OC)c1OC)C(=O)CC(c1cccc([N+](=O)[O-])c1)O2 (stereo not given)	105	93	107	103	88	65	93	86
O=C(O)CN1C(=O)c2cccc([N+](=O)[O-])c2C1=O	90	99	98	97	110	74	92	106
Clc1ccc2[nH]cc(-c3nc(-c4c[nH]c5ncccc45)cs3)c2c1	81	28	46	60	/	22	33	57
COc1ccc(-c2nc3sccn3c2-c2ccnc(NCCNS(=O)(=O)c3ccc(OC)cc3)n2)cc1	105	78	83	88	66	53	72	66
CCOC(=O)c1c(C)oc2ncnc(Nc3ccc(OCc4ccccn4)c(Cl)c3)c12	100	99	102	103	99	93	/	92

The listing continues:
Molecule	OVCAR-5	786-0	TK-10	SK-OV-3	OVCAR-4	UO-31	IGROV1	SN12C
CC(C)(C)CC(=O)O	111	103	99	100	91	86	104	103
CNC(C)C(Nc1cc(OC)cc2cccnc12)c1ccccc1 (stereo not given)	81	90	92	86	101	59	102	93
CC(C)CC1C(=O)NC(=S)N1c1n[nH]c(=O)c2c1C(c1ccc(Cl)cc1)NN2 (stereo not given)	98	102	115	97	103	84	99	99
Cc1ccc[n+](CCCCC[n+]2cccc(C)c2)c1	104	102	107	111	106	99	110	111
O=C(c1cc(-c2ccncc2)nc2ccccc12)N1CCCCC1	106	109	275	91	102	89	/	105
COc1ccc2c(c1)c(-c1csc(-c3ccc4ccccc4c3)n1)cn2S(=O)(=O)c1ccccc1	108	95	112	96	115	90	106	97
c1ccc(CNc2ccccc2)cc1	99&96	104&101	107&98	101&99	108&102	93&82	126&108	102&104
CCC/C(=N/NC(N)=O)c1ccco1	91	90	88	92	102	91	104	93

Additional structures.
Molecule	OVCAR-5	786-0	TK-10	SK-OV-3	OVCAR-4	UO-31	IGROV1	SN12C
O=c1[nH]c(=S)[nH]c(O)c1/C=C1\C=c2ccccc2=N\C1=N\c1nccs1	100	104	125	/	94	57	64	81
O=C(/C=C/c1cccc(Cl)c1)c1cccc(OCCCOc2cccc(C(=O)/C=C/c3cccc(Cl)c3)c2)c1	113	99	125	107	102	67	93	96
Nc1cccc(N)c1	88	97	118	103	105	94	114	105
O=C(O)c1cn(C2CC2)c2cc(N3CCN(Cn4nc(-c5ccc6ccccc6c5)n(-c5ccccc5)c4=S)CC3)c(F)cc2c1=O	110	99	101	/	97	82	104	99
COc1ccc(-c2cc(C(=O)N=Nc3c(O)n(C)c4ccccc34)no2)cc1	113	110	132	103	109	86	99	99
Nc1ccc(S(=O)(=O)c2ccc(N)cn2)cc1	96	97	105	98	104	95	108	98
CC(=O)NC(=O)NC(C)=O	98	102	112	113	98	87	91	100
O=C1CC2C=CCN2C=C1NC(=O)c1cccs1 (stereo not given)	104	101	107	110	107	96	107	98

(cont.)
Molecule	OVCAR-5	786-0	TK-10	SK-OV-3	OVCAR-4	UO-31	IGROV1	SN12C
NS(=O)(=O)c1cccc(Nc2nc(SCC(=O)c3ccc(-c4ccccc4)cc3)nc3ccccc23)c1	121	95	155	146	108	104	111	95
N#C/C(=C\c1ccc(-c2ccccc2)cc1)c1ccc(Cl)cc1	73	103	93	101	84	76	95	94
O=C(CNc1ccc(F)cc1)N1c2cccc3cccc(c23)N(C(=O)CNc2ccc(F)cc2)C1c1cn(-c2ccccc2)nc1-c1cccc([N+](=O)[O-])c1	99	104	130	83	99	56	61	92
O=C(Nc1sc2c(c1C(=O)O)CCCC2)c1cccc(C(F)(F)F)c1	99	94	105	84	86	86	96	96
CC(=O)OC1CC2CCC1C2 (stereo not given)	96	96	/	116	108	87	100	106
CN(C)N=Nc1ccc2cnn(C(=O)Nc3ccc(Cc4ccccc4)cc3)c2c1	84	93	100	107	112	85	118	103
CC(=O)Nc1ccc(NC(=O)CC(=O)Nc2ccc(NC(C)=O)cc2)cc1	91	96	94	89	95	85	117	94
CCc1ccc(Cn2c(=O)nc(SC)[nH]c2=O)cc1	107	105	/	101	108	80	112	101

Next part
Below each SMILES – OVCAR-5 | 786-0 | TK-10 | SK-OV-3 | OVCAR-4 | UO-31 | IGROV1 | SN12C
Cc1cccc(-[n+]2noc(N)n2)c1
 : 99 | 94 | 124 | 86 | 84 | 50 | / | 96
N#Cc1c(-c2ccccc2)nc(SCC(=O)Nc2ccc(Cl)cc2)[nH]c1=O
 : 115 | 108 | 162 | 94 | 116 | 112 | 118 | 112
NC(=O)CCNc1ccc2c(c1)Cc1ccccc1-2
 : 104 | 101 | 109 | 102 | 109 | 83 | 105 | 88
CC(C)n1cnc2c(Nc3cccc(Cl)c3)nc(N[C@H]3CCCC[C@@H]3N)nc21
 : 50 | 46 | 67 | 81 | 55 | 32 | 29 | 51
O=C(/C=C/c1cn(-c2ccccc2)nc1-c1ccccc1)OCc1cn(-c2cccc([N+](=O)[O-])c2)nn1
 : 94 | 91 | 99 | 83 | 83 | 69 | 98 | 93
CN(C)c1ccc(N=C2C=CC(=O)C=C2)cc1
 : 120 | 98 | 111 | 100 | 70 | 74 | 96 | 92
COc1ccccc1NC(=O)c1cccc(-c2cc(=O)c3c(OC)c(OC)c(OC)cc3o2)c1
 : 81 | 61 | 90 | / | 81 | 30 | 72 | 65
Cc1[nH]c(C(=O)OCCCCc2cn(CCCCNC(=O)COc3cccc4c3C(=O)N(C3CCC(=O)NC3=O)C4=O)nn2)c2c1C(=O)CCCC2 (stereo not given)
 : 113 | 111 | 117 | 97 | 107 | 89 | 106 | 96
O=C(c1nc2ccccc2[nH]1)C1C(c2cccc(F)c2)C2CSCN2[C@@]12C(=O)Nc1ccccc12 (stereo not given in full)
 : 91 | 100 | 116 | / | 87 | 65 | 85 | 96
CCC(=O)c1c(Cl)c(Cl)c(Cl)c(Cl)c1C(=O)O
 : 106 | 107 | 107 | 96 | 109 | 82 | 108 | 101
CCOC(=O)N1CC=CC1
 : 103 | 97 | 99 | 118 | / | 87 | 103 | 95
COc1cccc(C2=NN(c3ccc(-c4ccccc4)nn3)C(c3cccc(F)c3)C2)c1 (stereo not given)
 : 92 | 86 | 131 | 85 | 84 | 53 | 57 | 89
CC1=CN2C(=NC3=C(CCC/C3=C\c3ccc(Cl)cc3)C2c2ccc(Cl)cc2)S1 (stereo not given)
 : 111 | 102 | 113 | 103 | 96 | 92 | 110 | 98
COc1cc(C2CC(c3ccccc3)=NN2)ccc1Oc1nc2c(c(=O)n(C)c(=O)n2C)n1C (stereo not given)
 : 99 | 115 | 131 | 108 | 85 | 86 | 97 | 85
COc1cc(-c2nnc(SCC(=O)Nc3ccc(C(=O)/C=C/c4ccccc4)cc3)n2-c2ccccc2)cc(OC)c1OC
 : 134 | 87 | 109 | 114 | 99 | 74 | 103 | 96
Cc1nc(Nc2ccc(Cl)cc2)sc1C(=O)/C=C/c1c(Cl)cccc1Cl
 : 119 | 88 | 90 | 114 | 103 | 86 | 105 | 85
Cc1ccc(C(=O)NCC(=O)O)cc1
 : 105 | 98 | 106 | 103 | 107 | 89 | 107 | 105
CN(C)c1ccc(O)c2c1C[C@H]1C[C@H]3[C@H](N(C)C)C(=O)C(C(N)=O)=C(O)[C@@]3(O)C(=O)C1=C2O
 : 85 | 46 | 62 | 56 | 69 | 42 | 36 | 68
CCn1cnc2c(=O)[nH]c(N)nc21
 : 103 | 99 | 89 | 88 | 109 | 85 | 103 | 96
NS(=O)(=O)c1ccc(-c2cc(-c3nnc(SCC(=O)Nc4ccc(C(=O)/C=C/c5ccc(Cl)cc5)cc4)n3-c3ccccc3)c3ccccc3n2)cc1
 : 93 | 73 | 96 | 103 | 105 | 84 | 99 | 95

2 entries from above, field by field.
> Cc1cccc(-[n+]2noc(N)n2)c1
  OVCAR-5: 99 | 786-0: 94 | TK-10: 124 | SK-OV-3: 86 | OVCAR-4: 84 | UO-31: 50 | IGROV1: / | SN12C: 96
> c1ccc(CNc2ccccc2)cc1
  OVCAR-5: 99&96 | 786-0: 104&101 | TK-10: 107&98 | SK-OV-3: 101&99 | OVCAR-4: 108&102 | UO-31: 93&82 | IGROV1: 126&108 | SN12C: 102&104

Full records, looked up by structure.
Shown for `NS(=O)(=O)c1ccc(-c2cc(-c3nnc(SCC(=O)Nc4ccc(C(=O)/C=C/c5ccc(Cl)cc5)cc4)n3-c3ccccc3)c3ccccc3n2)cc1` : OVCAR-5: 93; 786-0: 73; TK-10: 96; SK-OV-3: 103; OVCAR-4: 105; UO-31: 84; IGROV1: 99; SN12C: 95
Shown for `Cc1ccc[n+](CCCCC[n+]2cccc(C)c2)c1` : OVCAR-5: 104; 786-0: 102; TK-10: 107; SK-OV-3: 111; OVCAR-4: 106; UO-31: 99; IGROV1: 110; SN12C: 111

Retrieved by structure from the entries so far, three records:
Below each SMILES – OVCAR-5 | 786-0 | TK-10 | SK-OV-3 | OVCAR-4 | UO-31 | IGROV1 | SN12C
CC(C)n1cnc2c(Nc3cccc(Cl)c3)nc(N[C@H]3CCCC[C@@H]3N)nc21
 : 50 | 46 | 67 | 81 | 55 | 32 | 29 | 51
O=C(c1nc2ccccc2[nH]1)C1C(c2cccc(F)c2)C2CSCN2[C@@]12C(=O)Nc1ccccc12 (stereo not given in full)
 : 91 | 100 | 116 | / | 87 | 65 | 85 | 96
NC(=O)CCNc1ccc2c(c1)Cc1ccccc1-2
 : 104 | 101 | 109 | 102 | 109 | 83 | 105 | 88

(more compounds)
Below each SMILES – OVCAR-5 | 786-0 | TK-10 | SK-OV-3 | OVCAR-4 | UO-31 | IGROV1 | SN12C
COc1ccc2c(c1)sc1nc3nc4sc5cc(Cl)c(Cl)cc5n4c(=N)c3c(=N)n12
 : 136 | 119 | 138 | 95 | 87 | 84 | / | 99
O=C(O)c1cn(C2CC2)c2cc(N3CCN(C(=O)c4ccc(Br)cc4)CC3)c(F)cc2c1=O
 : 93 | 84 | 119 | 86 | 87 | 55 | 88 | 95
CC(=O)OCC1OC(n2cc(C)c(=O)[nH]c2=O)CC1OC(C)=O (stereo not given)
 : 96 | 95 | 94 | 115 | 102 | 89 | 91 | 93
Cc1cc(Br)cc(Br)c1O
 : 105 | 107 | 66 | 109 | 110 | 82 | 112 | 103
COc1cc(CNC(=O)CCCC/C=C/C(C)C)ccc1OCc1cn(-c2ccc(C)c(C)c2)nn1
 : 102 | 96 | 103 | 97 | 70 | 77 | 104 | 89
N#Cc1c(-c2ccccc2)cc(-c2ccccc2)n(CCCCCCC(=O)Nc2ccccc2N)c1=O
 : 114 | 102 | 135 | 111 | 104 | 78 | 88 | 105
Nc1nc(SCc2ccccc2)c2ncn(CCO)c2n1
 : 108 | 100 | 104 | 106 | 113 | 81 | / | 107
O=C1C=CN2C(=O)CCC=C[C@H]2[C@H]1O
 : 104 | 109 | 104 | 113 | 115 | 92 | 113 | 124
Cc1ccc(/C=C(\C#N)C(=O)Nc2ncc(Cc3ccccc3Cl)s2)o1
 : 72 | 68 | 66 | 88 | 83 | 53 | 86 | 83
COc1ccc(-n2ncc3c4nc(OC)c(S(=O)(=O)c5ccccc5)cc4ccc32)cc1
 : 91 | 47 | 88 | 56 | 45 | 76 | 92 | 93
COc1ccc(CC(=O)n2cccc2)cc1
 : 106 | 97 | 96 | 104 | 111 | 103 | / | 115
